Bioassay records deposited in PubChem BioAssay by Sanford-Burnham Center for Chemical Genomics.
ER stress death: ER stress cell death inhibition; CSM14.1 thapsigargin ER stress survival, ATP luminescence; relative survival (cellular ATP), % at 15 µg/mL (by protocol); 48,000 compounds, 0.33% hits;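 active means survival measured by cellular ATP above 50% at 15 µg/ml in the first screen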;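 further: cell death triggered by about 15 µM thapsigargin; ATP read 24 h after thapsigargin was added; plate controls were thapsigargin with DMSO for no effect and DMSO without thapsigargin for full effect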
Active calls of the source: *. Not all compounds are listed; the hit share may differ from the screen's.

O=C(COc1ccc2ccccc2c1)N1CCN(Cc2cccc(Cl)c2)CC1
- ER stress death: -2

CC(C)c1cccc(C(C)C)c1OCCn1ccnc1
- ER stress death: 9

O=c1[nH]c(=O)n(-c2ccccc2)c(O)c1N=Nc1ccc(Br)cc1
- ER stress death: 2

C=CCc1cc(/C=C2\C(=O)NC(=O)N(c3cc(C)cc(C)c3)C2=O)cc(OC)c1O
- ER stress death: -1

Cc1cc(OCC(=O)OCc2ccccc2)c2c3c(c(=O)oc2c1)CCCC3
- ER stress death: 10

O=C1Nc2ccc(Br)cc2C(c2ccccc2Cl)=NC1O (centres undefined)
- ER stress death: -1

CCCCC1(C)NCCN2C(=O)CSC21 (centres undefined)
- ER stress death: -2

NCCc1c[nH]c2ccc(Cl)cc12
- ER stress death: -8

CC(C)OC(=O)N1CCN(/C(N)=N/[N+](=O)[O-])CC1
- ER stress death: 6

O=C1NC(=O)N(c2ccccc2F)C(=O)/C1=C/c1ccc(-c2cc(C(=O)O)ccc2Cl)o1
- ER stress death: 4

N/C(=N\[N+](=O)[O-])N1CCN(C(=O)c2ccco2)CC1
- ER stress death: 7

COC(=O)C1C2C(=O)N(c3ccc([N+](=O)[O-])cc3)C(=O)C12c1ccc(Cl)cc1 (centres undefined)
- ER stress death: 2

CC12CCCCC1=NC(c1ccccc1Cl)N2O (centres undefined)
- ER stress death: 6

COc1ccc(C=C2C(=O)NC(=S)NC2=O)c(OC)c1
- ER stress death: 14

CN1C(=O)NC(=O)/C(=C/c2ccc(-c3ccc(C(=O)O)cc3)o2)C1=O
- ER stress death: 8

CCN(CC)c1ccc(CC2C(=O)N(C)C(=O)N(C)C2=O)cc1
- ER stress death: 1

CCC1CN(C)CCC1(O)c1ccccc1 (centres undefined)
- ER stress death: -2

COc1cc(C=C2C(=O)NC(=S)NC2=O)ccc1OCc1c(C)no[n+]1[O-]
- ER stress death: 0

CC(C)C1C(=O)NC(=S)N(c2ccccc2)C1=O (centres undefined)
- ER stress death: 10

COc1ccc(C=C(C#N)C#N)c(OC)c1
- ER stress death: -2

CCCCCP(=O)(O)c1ccccc1
- ER stress death: 0

O=c1c2ccccc2nc(/C=C\c2ccc(O)cc2)n1-c1ccc(O)cc1
- ER stress death: -4

O=c1c2ccccc2nc(-c2ccc(Cl)cc2Cl)n1-c1nccs1
- ER stress death: -1

Cc1cc([N+](=O)[O-])nn1CC(=O)Nc1ccc(Cl)cc1C(=O)c1ccccc1
- ER stress death: -8

Cc1ccccc1OP1(=O)OC(=O)c2cc(Cl)ccc2O1 (centres undefined)
- ER stress death: 3

CCCCn1c(=O)c(C(=O)Nc2ccc(OC)cc2)c(O)c2ccccc21
- ER stress death: 3

COc1cccc(/C=C2/C(=O)NC(=O)N(c3cccc(C)c3)C2=O)c1O
- ER stress death: 8

O=[N+]([O-])N=C1NCN(c2cccc([N+](=O)[O-])c2)CN1
- ER stress death: 6

O=C1Nc2ccccc2C1=Cc1nc2ccccc2c(=O)n1-c1ccc(O)cc1
- ER stress death: -3

CCN(CC)CCNC(=O)CN1CCCC1=O
- ER stress death: 10

Some of the entries above, reformatted.
smiles | ER stress death
CCN(CC)c1ccc(CC2C(=O)N(C)C(=O)N(C)C2=O)cc1 | 1
CCC1CN(C)CCC1(O)c1ccccc1 (centres undefined) | -2
COc1cc(C=C2C(=O)NC(=S)NC2=O)ccc1OCc1c(C)no[n+]1[O-] | 0
CC(C)C1C(=O)NC(=S)N(c2ccccc2)C1=O (centres undefined) | 10
COc1ccc(C=C(C#N)C#N)c(OC)c1 | -2
CCCCCP(=O)(O)c1ccccc1 | 0
O=c1c2ccccc2nc(/C=C\c2ccc(O)cc2)n1-c1ccc(O)cc1 | -4
O=c1c2ccccc2nc(-c2ccc(Cl)cc2Cl)n1-c1nccs1 | -1
Cc1cc([N+](=O)[O-])nn1CC(=O)Nc1ccc(Cl)cc1C(=O)c1ccccc1 | -8
Cc1ccccc1OP1(=O)OC(=O)c2cc(Cl)ccc2O1 (centres undefined) | 3
CCCCn1c(=O)c(C(=O)Nc2ccc(OC)cc2)c(O)c2ccccc21 | 3
COc1cccc(/C=C2/C(=O)NC(=O)N(c3cccc(C)c3)C2=O)c1O | 8
O=[N+]([O-])N=C1NCN(c2cccc([N+](=O)[O-])c2)CN1 | 6
O=C1Nc2ccccc2C1=Cc1nc2ccccc2c(=O)n1-c1ccc(O)cc1 | -3
CCN(CC)CCNC(=O)CN1CCCC1=O | 10

(further entries)
COc1ccc(-c2nc3ccccc3c(=O)n2-c2cccc(C)n2)cc1
- ER stress death: -2

Cc1cc(-c2ccc(C=C3C(=O)NC(=S)NC3=O)o2)c(C)c([N+](=O)[O-])c1
- ER stress death: 14

CCN1C(=O)/C(=C/c2ccoc2)C(=O)NC1=S
- ER stress death: 8

COc1cc(/C=C/c2nc3ccccc3c(=O)n2-c2ccccc2)ccc1O
- ER stress death: 5

O=[N+]([O-])c1ccc(N2CCN(Cc3ccccc3)CC2)c(Cl)c1
- ER stress death: 2

OC12Oc3ccccc3C=C1N1CCC2CC1 (centres undefined)
- ER stress death: 13

Cc1cccc(CN2CCN(Cc3ccc(F)cc3)CC2)c1
- ER stress death: 0

Cc1ccccc1C=C1C(=O)NC(=S)NC1=O
- ER stress death: 0

COc1ccc(OC)c(CN2CCN(C(=O)COc3ccccc3)CC2)c1
- ER stress death: 7

COc1cc(/C=C(\C)[N+](=O)[O-])cc(OC)c1OC
- ER stress death: -8

Overlap with the part before: 2 entries, followed by the next part.
COc1ccc(OC)c(CN2CCN(C(=O)COc3ccccc3)CC2)c1
- ER stress death: 7

COc1cc(/C=C(\C)[N+](=O)[O-])cc(OC)c1OC
- ER stress death: -8

O=c1c2ccccc2nc(-c2ccccc2F)n1-c1ccc(Cl)cc1
- ER stress death: 4

O=C(CN1CCOCC1)Nc1ccc(Cl)cc1C(=O)c1ccccc1
- ER stress death: 9

O=C1NC(=O)N(c2ccccc2)C(=O)/C1=C/C=C/c1ccccc1[N+](=O)[O-]
- ER stress death: -1

CC12CCC(O)CC1CCC1C2CCC2(C)C1CCC2(C)O (centres undefined)
- ER stress death: 12

COc1ccc(-c2nc3ccccc3c(=O)n2-c2ncccc2C)cc1
- ER stress death: 4

C=CCN1C(=O)/C(=C\c2ccc(C)o2)C(=O)NC1=S
- ER stress death: -2

O=C1NC(=O)C(=Cc2ccc(OCc3cccc(C(=O)O)c3)cc2)C(=O)N1
- ER stress death: -2

COc1ccc(C2c3c(c4ccccc4oc3=O)Oc3c2c(=O)oc2ccccc32)cc1Cn1nc(C)c([N+](=O)[O-])c1C
- ER stress death: 1

O=c1c2ccccc2nc(/C=C/c2ccc(Cl)cc2)n1-c1cccc(O)c1
- ER stress death: 18

OC12CCCCC1C(c1ccc(Br)cc1)NCC2 (centres undefined)
- ER stress death: -11
